# Assay outcomes from PubChem.
# Wnt bcat act: Wnt/beta-catenin pathway activators, primary screen, cell-based, plate reader, single point | Wnt/beta-catenin reporter cell assay, activator | activation, % at 9.35 µM | 1.2% of 300,000 active | AID 743398, 2014; in the data active = activation above about 30%, passing the limit was not always enough;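 note: 0% = neutral control wells and 100% = positive control wells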
# phage Ecoli inh: growth loss of phage-infected E. coli, primary screen, RecBCD inhibitor project, absorbance, with phage, HTS. AID 651602, 2012. 0.26% of 360,000 active. inhibition, % at 11.9 µM; in the data active = inhibition above about 11%
# MITF TRPM1 HTS: activators of MITF-driven TRPM1 promoter reporter, primary screen, cell-based, SK-MEL-5, luciferase, single point; SK-MEL-5 TRPM1-promoter luciferase, 24 h; % of positive control, neutral wells = 0; activation, % at 12.5 µM; AID 588334, 2011; 0.75% of 300,000 active;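 active = mean activation of at least 80% with every replicate also reaching 80%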;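 note: 0% = neutral control wells and 100% = parthenolide positive control wells; values of inactives mirror those of a sister screen read the other way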
# CAL PDZ FP-1: untagged CAL PDZ binding inhibitors, primary screen, biochemical, fluorescence polarization, HTS | 0.92% of 300,000 active | AID 602252, 2012 | inhibition, % at 24.9 µM | Golgi-associated PDZ and coiled-coil motif-containing protein (Homo sapiens), Q9HD26 | purified CAL PDZ, TMR-peptide fluorescence polarization, 1 h;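 active = mean inhibition of at least 30% with at least half of replicates also reaching 30%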;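 note: 0% = DMSO neutral control and 100% = excess unlabeled competitor peptide PRC23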
# SR-BI uptake up: activators of SR-BI mediated DiI-HDL uptake, primary screen, ldlA[mSR-BI] CHO cells, DiI fluorescence. 3 h; 100 = double the neutral-control signal. activation, % at 12.5 µM. 0.096% of 320,000 active;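 active = mean replicate activation of at least 60% and every replicate at or above 60%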;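 note: 0% = median plate neutral-control signal and 100% = twice that signal; values of inactives mirror those of a sister screen read the other way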
#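 Material – SR-BI-overexpressing, LDLR-lacking CHO cells · Medium – BSA-supplemented, HEPES-buffered Ham's F12, pH 7.4 · Doses – single concentration · Times – compound with DiI-HDL co-incubation, 3 h at 37 °C · Measured by – bottom-read fluorescence, 550/595 nm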
# AddAB inh: growth inhibition of E. coli expressing H. pylori AddAB, primary screen, AddAB inhibitor project, absorbance. inhibition, % at 11.9 µM. 0.29% of 330,000 active; in the data active = inhibition above about 12%;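 note: 0% = vehicle wells of infected cells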
# Ecoli viability: E. coli V3065 growth inhibition, primary screen, counter-screen for AddAB inhibitor project, absorbance, OD600; 18 h; inhibition, % at 11.9 µM; 0.27% of 330,000 active; AID 449728, 2010;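 active = inhibition above the campaign's mean inhibition across all tested compounds plus 3 SD, cut at about 9.9% in these data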;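 note: uninfected addAB+ strain grown without phage in ampicillin broth; 0% = DMSO wells and 100% = ciprofloxacin 0.95 µg/ml wells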
# CAL PDZ FP-2: CAL PDZ peptide-binding inhibitors, primary screen, biochemical, fluorescence polarization, Cer-tagged CAL PDZ, HTS; purified CAL PDZ, TMR-peptide fluorescence polarization, 1 h; 0.02% of 330,000 active; Golgi-associated PDZ and coiled-coil motif-containing protein (Homo sapiens), Q9HD26; AID 504414, 2011; inhibition, % at 20 µM;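 active = highest replicate inhibition of at least 40%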;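 note: plate controls were DMSO neutral control wells for no effect and unlabeled competitor peptide control wells for full effect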
#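 Test system: purified CerCALP PDZ construct; Compound dosing: one concentration, 20 µM compound; Also added: TMR-labelled reporter peptide T*-PRC34 bound in PDZ groove; Read-out: inhibition from polarization loss; Controls: unlabelled peptide and DMSO controls; Signal: FP readout, S and P plane fluorescence; Incubation: 1 h at RT.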
# SR-BI DiI inh: inhibitors of SR-BI mediated HDL lipid uptake, primary screen, ldlA[mSR-BI] cells, fluorescence, single point. ldlA[mSR-BI] CHO cells, DiI-HDL uptake fluorescence, 3 h. 0.96% of 320,000 active. inhibition, % at 12.5 µM. Scavenger receptor class B member 1 (Mus musculus), Q61009. AID 488896, 2010;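 active = mean replicate inhibition of at least 70% and a set share of replicates each scoring 70 or more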;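 note: 0% = median of neutral control wells and 100% = median of positive control wells; values of inactives mirror those of a sister screen read the other way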
# Target sequence (Q61009 whole entry, looked up): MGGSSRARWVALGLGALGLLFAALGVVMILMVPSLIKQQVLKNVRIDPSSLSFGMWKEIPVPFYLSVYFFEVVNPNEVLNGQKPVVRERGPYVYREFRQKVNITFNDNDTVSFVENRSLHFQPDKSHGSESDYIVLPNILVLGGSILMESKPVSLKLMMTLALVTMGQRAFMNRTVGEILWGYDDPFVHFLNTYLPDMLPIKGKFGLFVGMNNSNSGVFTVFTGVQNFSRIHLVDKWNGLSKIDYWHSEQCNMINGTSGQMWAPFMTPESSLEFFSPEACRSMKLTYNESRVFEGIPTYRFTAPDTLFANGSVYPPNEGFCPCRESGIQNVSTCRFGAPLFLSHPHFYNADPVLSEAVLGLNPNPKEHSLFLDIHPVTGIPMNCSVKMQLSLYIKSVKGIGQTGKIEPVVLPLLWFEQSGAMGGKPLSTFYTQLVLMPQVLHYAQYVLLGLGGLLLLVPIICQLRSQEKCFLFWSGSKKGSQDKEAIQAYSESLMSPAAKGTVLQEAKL
# Tat export inh: E. coli Tat export inhibitors, primary screen, MC4100, TorA-mCherry reporter, fluorescence, single point; inhibition, % at 10 µM; 0.036% of 340,000 active;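 active = mean replicate inhibition at least 50% and at least half of replicates individually reaching 50%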;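 note: exported cargo escapes ClpAP degradation while cytoplasmic cargo is degraded and loses fluorescence; 0% = median of neutral control wells and 100% = median of NaSCN control wells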
# The depositor's hits bear a star; · = no result given.
# Second line of a record – AddAB inh	Tat export inh	Wnt bcat act	MITF TRPM1 HTS	phage Ecoli inh	CAL PDZ FP-2	Ecoli viability	CAL PDZ FP-1	SR-BI uptake up	SR-BI DiI inh
1) Nn1c(SCC(=O)Nc2ccc(F)cc2)nnc1-c1cccnc1
  1.4	-2	·	3	0.2	-0.6	0.6	·	1	-1
2) C[C@@]12CCC3[C@@](CCC4[C@@]3(C)CCC[C@@]4(C)C(=O)NCc3ccccc3)(CC1=O)C2 (stereo partly drawn)
  1.2	8	0	1	3.9	-1.6	-1.3	-4	2	-2
3) CN(Cc1ccccc1)C(=O)c1ccc(NC(=O)Cc2cccc([N+](=O)[O-])c2)cc1
  2.1	-40	-4	12	3.3	-1.4	-0.3	-4	16	-16
4) O=c1cc(Cc2ccc([N+](=O)[O-])cc2)[nH]c(=O)[nH]1
  ·	1	-1	-2	1.5	-0.5	·	-3	-1	1
5) O=C(O)CCN(CCC(=O)O)S(=O)(=O)c1ccccc1
  0.2	0	6	·	1.5	·	-2.3	-1	35	-35
6) Cc1nc2ccccc2nc1SCC(=O)c1ccccc1
  -0.8	-5	14	-18	1.5	-1.7	0.7	-3	-8	8
7) CCCNC(=O)CC(NS(=O)(=O)c1ccc(Cl)cc1)c1ccco1 (stereo not drawn)
  0.5	0	1	·	1.6	-1.2	-0.9	·	11	-11
8) CCOC(=O)C1(CCCc2ccccc2)CCN(C(=O)CN2CCOC2=O)CC1
  -2.2	-2	·	1	4.6	-0.7	-0.6	4	-18	18
9) CCn1c(SCc2ccc(F)cc2)nnc1-c1nn(-c2ccccc2)ccc1=O
  5.6	2	0	·	2.5	-1.2	1.0	-1	17	-17
10) CSc1nc(SCCO)c2sc3nc(-c4ccco4)c4c(c3c2n1)CC(C)(C)OC4
  ·	29	-10	·	2.6	-5.2	·	-7	41	-41
11) COc1ccccc1-c1coc2cc(OC(=O)N3CCOCC3)ccc2c1=O
  -0.8	·	16	·	1.6	·	0.2	·	·	·
12) COC(=O)c1cc(NC(=O)Nc2cccc(Cl)c2)ccc1Cl
  7.3	-16	1	33	12*	-4.6	7.0	-7	-49	49
13) CCOC(=O)C1(CCCc2ccccc2)CCN(C(=O)CCOC)CC1
  1.0	-8	0	0	3.9	0.0	0.7	0	-5	5
14) O=C(CSc1nnc2c(n1)[nH]c1ccc(F)cc12)Nc1ccccc1F
  -1.2	0	2	13	1.5	1.5	0.6	-2	10	-10
15) Cc1cccc(O)c1C
  3.0	4	1	·	0.6	-0.9	0.4	6	2	-2
16) COc1ccc(CN(C(=O)c2ccco2)c2ccc(C)cc2)cc1OC
  1.3	-8	·	-3	0.7	-2.3	0.6	-6	-3	3
17) CCn1c(SCC(=O)NC2CC2)nnc1-c1ccccc1OC
  -4.6	-5	2	-11	1.6	-2.1	-2.9	-5	37	-37
18) CCOC(=O)C1=C(c2ccccc2)N=C2SCC(=O)N2C1c1ccc(O)c(OC)c1 (stereo not drawn)
  0.9	5	3	-4	1.9	-3.3	-0.2	0	17	-17
19) CN(C(=O)Nc1cnc2ccccc2c1)c1ccccc1
  2.5	-15	8	15	2.1	0.7	0.1	5	11	-11
20) CCN1C(=O)/C(=C2/C=Cc3ccccc3N2C)OC1=S
  2.5	-2	·	101*	-0.3	-1.4	-3.1	2	3	-3
21) O=C(CSc1nc(-c2ccccc2)c(-c2ccccc2)[nH]1)Nc1ccc2c(c1)OCO2
  0.7	-9	·	-9	0.9	0.0	-0.7	-3	-8	8
22) Cc1ccc(SCc2ccc(C(=O)Nc3ccccc3C(=O)NC(C)C)cc2)cc1
  0.3	-7	-1	-9	2.9	0.0	-2.0	0	-32	32
23) Cc1cn(CC(=O)NCCCn2ccnc2)c(=O)[nH]c1=O
  ·	-5	0	7	3.8	-0.4	·	-4	-48	48
24) Cc1ccc(C(C)(C)C)cc1S(=O)(=O)Nc1cccc(C(=O)N2CCN(c3ccccn3)CC2)c1
  ·	17	-1	-7	-1.4	-1.5	·	-1	-21	21
25) CC(O)c1nc2ccccc2n1CCCCOc1ccccc1 (stereo not drawn)
  -0.6	0	1	12	4.1	-0.4	-0.3	-11	-7	7
26) CC(=O)Nc1nnc(/C=C/c2cccc([N+](=O)[O-])c2)s1
  0.8	6	3	18	2.1	0.6	-0.4	-8	-9	9
27) Cc1ccc2nc(NC(=O)CSCC(=O)OCC(=O)c3ccccc3)sc2c1
  4.2	5	-5	-54	0.7	-0.1	-0.3	-1	-12	12
28) O=C(O)C1CC(=O)N(Cc2ccc3c(c2)OCO3)C1 (stereo not drawn)
  -0.2	-5	0	8	·	-1.4	2.1	·	-1	1
29) Cc1ccc(NC(=O)c2ccc(OCC3CCCO3)cc2)c(C)c1 (stereo not drawn)
  1.9	-7	·	-99	2.7	-2.2	0.8	-2	21	-21
30) CCOc1ccc(NC(=O)CN(C)C(=O)CCN2C(=O)C3CC=CCC3C2=O)cc1OCC (stereo not drawn)
  -8.2	-8	0	1	2.4	-0.6	3.7	-2	-7	7

# From no. 25 to 30, copied from above:
# Second line of a record – AddAB inh	Tat export inh	Wnt bcat act	MITF TRPM1 HTS	phage Ecoli inh	CAL PDZ FP-2	Ecoli viability	CAL PDZ FP-1	SR-BI uptake up	SR-BI DiI inh
25) CC(O)c1nc2ccccc2n1CCCCOc1ccccc1 (stereo not drawn)
  -0.6	0	1	12	4.1	-0.4	-0.3	-11	-7	7
26) CC(=O)Nc1nnc(/C=C/c2cccc([N+](=O)[O-])c2)s1
  0.8	6	3	18	2.1	0.6	-0.4	-8	-9	9
27) Cc1ccc2nc(NC(=O)CSCC(=O)OCC(=O)c3ccccc3)sc2c1
  4.2	5	-5	-54	0.7	-0.1	-0.3	-1	-12	12
28) O=C(O)C1CC(=O)N(Cc2ccc3c(c2)OCO3)C1 (stereo not drawn)
  -0.2	-5	0	8	·	-1.4	2.1	·	-1	1
29) Cc1ccc(NC(=O)c2ccc(OCC3CCCO3)cc2)c(C)c1 (stereo not drawn)
  1.9	-7	·	-99	2.7	-2.2	0.8	-2	21	-21
30) CCOc1ccc(NC(=O)CN(C)C(=O)CCN2C(=O)C3CC=CCC3C2=O)cc1OCC (stereo not drawn)
  -8.2	-8	0	1	2.4	-0.6	3.7	-2	-7	7

# (more compounds)
# Second line of a record – AddAB inh	Tat export inh	Wnt bcat act	MITF TRPM1 HTS	phage Ecoli inh	CAL PDZ FP-2	Ecoli viability	CAL PDZ FP-1	SR-BI uptake up	SR-BI DiI inh
31) Cn1cnnc1SC1CCCCC1NS(=O)(=O)c1ccccc1 (stereo not drawn)
  -1.7	-3	-4	-3	-0.9	0.1	2.1	-2	5	-5
32) CCOC(=O)C1=C(Nc2ccccc2)CC(C)(O)C(C(=O)OCC)C1c1ccccc1 (stereo not drawn)
  5.1	-10	-1	-12	2.3	0.0	0.9	-2	64*	-64
33) CC(C)(C)N(Cc1ccccc1)C(=O)CSc1nc2ccccc2c(=O)[nH]1
  -1.2	2	-3	-8	3.0	-0.7	-3.1	-2	17	-17
34) O=C(c1ccco1)N1CCN(CCCCOc2cccc3ccccc23)CC1
  4.0	7	-7	2	-0.1	-1.5	0.9	-5	·	·
35) COc1ccc(-n2nc(C)cc2Nc2ccccc2C(=O)O)cc1
  4.8	6	2	-11	1.3	0.2	-0.2	5	10	-10
36) CSc1nnc2c3cc(C)ccc3n(Cc3ccccc3)c2n1
  4.1	3	·	1	1.5	0.2	0.2	-2	-37	37
37) C=CCSc1nnc2c(n1)OC(c1cccnc1)N(C(C)=O)c1ccccc1-2 (stereo not drawn)
  -0.3	0	-3	0	0.7	-0.7	-2.8	6	-20	20
38) Cc1c(Cl)c(C(=O)N2CCCCCC2)nn1C
  -0.4	23	3	-9	0.6	2.4	0.1	-3	-12	12
39) CCN(CC)S(=O)(=O)c1ccc(-c2nnc(SCC(=O)Nc3ccc(OC)cc3)o2)cc1
  3.9	22	-5	·	-0.9	0.8	2.3	-3	·	·
40) COC(=O)c1ccccc1S(=O)(=O)Oc1ccc(-c2ccc(C(=O)O)cc2)cc1
  3.8	0	-2	·	0.3	-1.0	-0.6	-2	·	·
41) O=S(=O)(c1ccccc1)c1ncc(C(F)(F)F)cc1Cl
  ·	-8	3	-2	0.9	0.5	·	4	2	-2
42) CCCCn1c(N)c(N(CCC(C)C)C(=O)COC(=O)c2ccc([N+](=O)[O-])s2)c(=O)[nH]c1=O
  1.1	2	-3	-79	0.0	0.1	-0.4	·	-13	13
43) C=CCn1c(COc2ccc(Cl)cc2)nnc1SCC(=O)c1c(N)n(C)c(=O)n(C)c1=O
  4.4	-2	-2	11	1.2	-0.3	0.6	0	8	-8
44) COC(=O)C1=C(C)N(Cc2cccnc2)C(=O)/C1=C\c1sccc1C
  0.1	-10	-1	-5	2.8	-1.0	-0.8	·	-14	14
45) CC(C)CN(C)Cc1c(C(=O)N2CCc3ccccc3C2)nc2ccc(Cl)cn12
  -0.6	7	-3	-12	0.5	-0.5	0.7	-3	0	0
46) CC(=O)c1c(C(C)=O)c(C)n(-c2cccc3cccnc23)c1C
  -1.7	3	0	3	0.1	-0.1	-0.1	4	-13	13
47) N#Cc1nc(-c2ccccc2)oc1N1CCN(C(=O)c2ccco2)CC1
  1.1	14	0	6	0.8	-0.4	1.5	-2	15	-15
48) O=C(c1ccncc1)N1CCN(C2CCC(c3ccccc3)CC2)CC1 (stereo not drawn)
  5.4	-1	-2	·	2.4	0.7	4.8	·	33	-33
49) CC(C)(C)OC(=O)NOCC(=O)N(Cc1ccccc1)CC(O)COc1ccccc1 (stereo not drawn)
  1.3	3	-5	13	1.8	-1.5	-0.9	7	-16	16
50) O=C(Nc1nnc(-c2ccccc2Cl)o1)c1cccnc1
  -2.2	-9	·	17	-4.5	-3.1	-0.9	·	27	-27
51) CC(C)CCn1c(=O)c(C(=O)N/N=C/c2cccc(F)c2)c(O)c2ccccc21
  1.9	1	·	-3	6.9	-1.7	-0.7	0	-50	50
52) NC(=O)c1ccccc1N/C=C/C(=O)c1cccs1
  2.3	-5	·	35	2.3	-1.9	0.0	-6	·	·
53) CCOc1ccccc1OCCCC(=O)Nc1cc(S(=O)(=O)N2CCOCC2)ccc1OC
  -1.5	0	-3	1	3.6	-0.1	-1.2	4	-43	43
